TrxR1 substrate – qHTS Assay for Substrates of Mammalian Selenoprotein Thioredoxin Reductase 1 (TrxR1): qHTS | Potency, µM (titrated, usually from 114 µM), without a hit: at the highest dose activity change, negative = substrate turnover | AID 588456, 2011 | purified TrxR1 substrate turnover, NADPH consumption readout | Thioredoxin reductase 1, cytoplasmic (Rattus norvegicus), O89049 | 390,000 compounds, 0.01% hits; also: potency is read from the fitted curve at half-maximal effect; % is scaled to controls: 0 for no effect and ±100 for the full control effect; nearly all actives have a fitted effect of over 50% in size
Target sequence (O89049 whole entry, looked up): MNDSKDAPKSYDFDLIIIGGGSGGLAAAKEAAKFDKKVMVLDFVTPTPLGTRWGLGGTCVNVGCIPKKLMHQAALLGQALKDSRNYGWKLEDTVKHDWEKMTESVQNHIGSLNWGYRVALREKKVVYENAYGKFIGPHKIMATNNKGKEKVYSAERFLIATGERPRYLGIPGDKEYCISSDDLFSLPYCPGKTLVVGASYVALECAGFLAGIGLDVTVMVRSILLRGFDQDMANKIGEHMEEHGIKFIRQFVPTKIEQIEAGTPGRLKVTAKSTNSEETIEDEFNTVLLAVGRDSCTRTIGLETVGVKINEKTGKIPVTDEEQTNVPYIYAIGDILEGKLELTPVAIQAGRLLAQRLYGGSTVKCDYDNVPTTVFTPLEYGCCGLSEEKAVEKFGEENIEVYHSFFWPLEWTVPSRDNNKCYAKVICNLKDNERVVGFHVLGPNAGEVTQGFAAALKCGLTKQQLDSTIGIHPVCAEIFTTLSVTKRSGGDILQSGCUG
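Rat TrxR1, dispensed at 90 nM, was prereduced with 400 uM NADPH (final) for 5 min at ~22 deg C, then incubated with compound 15 min before 400 uM selenite. A first-read NADPH fluorescence drop versus no-compound background flagged substrates.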
TRHR PAM – qHTS for Small Molecule Agonists and Allosteric Enhancers of Human TRH Receptor: Primary Screen for Enhancers; Thyrotropin-releasing hormone receptor (Homo sapiens), P34981; TRHR cells, fluo-8 calcium fluorescence, EC20 TRH enhancement; enhancement, % at 2 µM; 360,000 compounds, 0.66% hits; AID 493056, 2011; in the data active = enhancement above about 30%; also: 0% is about no effect
Target sequence (P34981 whole entry, looked up): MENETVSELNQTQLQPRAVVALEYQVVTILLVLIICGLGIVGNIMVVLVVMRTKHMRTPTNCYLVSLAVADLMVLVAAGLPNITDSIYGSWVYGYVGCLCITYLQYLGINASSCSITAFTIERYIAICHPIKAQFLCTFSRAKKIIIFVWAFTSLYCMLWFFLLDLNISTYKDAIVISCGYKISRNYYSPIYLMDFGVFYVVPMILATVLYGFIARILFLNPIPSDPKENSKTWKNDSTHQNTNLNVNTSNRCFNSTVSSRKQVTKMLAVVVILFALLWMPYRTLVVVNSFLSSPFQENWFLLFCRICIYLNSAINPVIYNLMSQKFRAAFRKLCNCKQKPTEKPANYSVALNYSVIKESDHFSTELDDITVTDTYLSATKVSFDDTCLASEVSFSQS
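Enhancer read-out: after compound pinning and an initial kinetic agonist-mode read, an EC20 of TRH (10 nM final) was injected and fluo-8 calcium signal (Ex 480/Em 530) followed at 1 s/cycle for 100 cycles in TRHR-expressing cells.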
mIDH1 inhibitor – qHTS for Inhibitors of mutant isocitrate dehydrogenase 1 (IDH1): qHTS. AID 602179, 2012. IDH1-R132H enzyme, NADPH consumption, diaphorase/resazurin fluorescence. 390,000 compounds, 0.093% hits. Potency, µM (highest dose often 76.6 µM), without a hit: at the top dose activity change, negative = inhibition, most hits filed as inhibitors; also: potency is read from the fitted curve at half-maximal effect; % is scaled to controls: 0 for no effect and ±100 for the full control effect; nearly all actives have a fitted effect of over 65% in size
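IDH1-R132H (0.5 ug/mL) preincubated 30 min with compound, then NADPH (0.016 mM) and alpha-KG (2 mM) added; 80 min at RT, pH 7.5. Remaining NADPH coupled via diaphorase/resazurin to fluorescence (540/590 nm); concentration-response curves normalized to no-enzyme control.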
D2 antag – HTS Assay for Allosteric Antagonists of the Human D2 Dopamine Receptor: Primary Screen for Antagonists; D(2) dopamine receptor (Homo sapiens), P14416; HEK293 TREx D2 cells, calcium flux, dopamine EC80; inhibition, % at 10 µM; 340,000 compounds, 2% hits; AID 485344, 2010; in the data active = inhibition above about 30%; also: 0% is about no effect
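HEK293 T-REx D2 cells, tet-induced, calcium dye no-wash. Cpd pintool add, 180 s kinetic, then EC80 DA, 180 s kinetic. Ca flux read.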
USP1-UAF1 inh – Inhibitors of USP1/UAF1: Primary Screen; recombinant USP1/UAF1, Ub-Rhodamine cleavage fluorescence; Potency, µM (highest dose often 57.1 µM), for inactives: at the highest dose activity change, negative = inhibition, actives largely listed as inhibitors; 390,000 compounds, 0.23% hits; AID 743255, 2014; also: potency is read from the fitted curve at half-maximal effect; % is scaled to controls: 0 for no effect and ±100 for the full control effect; nearly all actives have a fitted effect of over 60% in size; inactives centre near -12
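Step one: compound is pinned into 1nM USP1/UAF1 in HEPES pH 7.8 buffer with TCEP. Step two: 15 min room-temperature incubation. Step three: Ub-Rho (150nM final) starts cleavage, tracked by fluorescence over six one-minute reads.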
Pin1 inh – qHTS Assay to Find Inhibitors of Pin1; Pin1 FP peptide displacement, HiFluor488, 10 min; Peptidyl-prolyl cis-trans isomerase NIMA-interacting 1 (Homo sapiens), Q13526; Potency, µM (series often up to 115 µM), inactives show at the highest dose activity, negative = inhibition, most hits filed as inhibitors; 390,000 compounds, 0.009% hits; active = well fitted inhibition curve with a large enough effect in the polarisation, with a control signal flat, not every such curve was filed as active; inconclusive = small, poorly fitted or top-dose-only effect, or effect the other way, or a change in a side signal; inactive = no such curve, though single readings can be large or run the other way; the % refers to the polarisation; also: potency is read from the fitted curve at half-maximal effect; % is scaled to controls: 0 for no effect and ±100 for the full control effect
Target sequence (Q13526 whole entry, looked up): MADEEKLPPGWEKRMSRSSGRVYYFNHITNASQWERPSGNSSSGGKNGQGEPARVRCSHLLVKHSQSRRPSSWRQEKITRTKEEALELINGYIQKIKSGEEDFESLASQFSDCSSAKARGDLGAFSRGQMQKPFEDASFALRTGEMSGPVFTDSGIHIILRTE
TRHR ag – qHTS for Small Molecule Agonists and Allosteric Enhancers of Human TRH Receptor: Primary Screen for Agonists; Thyrotropin-releasing hormone receptor (Homo sapiens), P34981; TRHR cells, calcium flux fluo-8, FDSS agonist mode; activation, % at 2 µM; 360,000 compounds, 0.18% hits; AID 493084, 2011; in the data active = activation above about 30%; also: 0% is about no effect
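Read-out: compound-evoked intracellular calcium rise in TRHR cells, fluo-8 dye, kinetic FDSS fluorescence at 1 s/cycle following a 10-cycle baseline. Cells cultured overnight before dye loading (30 min–1.5 h, RT).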
D2 ag – HTS Assay for Allosteric Agonists of the Human D2 Dopamine Receptor: Primary Screen for Agonists; D(2) dopamine receptor (Homo sapiens), P14416; HEK293 T-REx D2 cells, calcium flux agonist mode; activation, % at 2 µM; 340,000 compounds, 0.53% hits; AID 485358, 2010;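 active = activation over 3 SD above normal in the single-dose calcium agonist read, cut at about 30% in these data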; also: 0% is about no effect
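Tetracycline-induced HEK293 T-REx cells with force-coupled D2 receptor, plated overnight at 30 C, loaded with no-wash calcium dye. After a 10 s baseline, compound was pin-added and calcium flux read kinetically for 180 s; calcium rises flagged agonists.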
TrxR1 inh – qHTS Assay for Inhibitors of Mammalian Selenoprotein Thioredoxin Reductase 1 (TrxR1): qHTS. Potency, µM (top dose mostly 114 µM), inactives show at the top dose activity change, negative = inhibition, usual class: inhibitors. Thioredoxin reductase 1, cytoplasmic (Rattus norvegicus), O89049. AID 588453, 2011. 390,000 compounds, 1% hits. recombinant rTrxR1, NADPH fluorescence consumption, selenite substrate; also: potency is read from the fitted curve at half-maximal effect; % is scaled to controls: 0 for no effect and ±100 for the full control effect; nearly all actives have a fitted effect of over 65% in size
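Rat TrxR1 (90 nM in the dispensed reagent) was pre-reduced with 400 uM NADPH for 5 min at room temperature, then incubated with compound for 15 min. After 400 uM selenite was added, NADPH fluorescence (Ex 340/Em 450 nm) was followed for 8 min.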
The depositor's hits bear a star; ? = inconclusive; . = no result given; & = joins results of further samples; [ ] = remark or other dose. Unless noted, calls follow the shape of the dose curve; as a rule, active = well fitted inhibition curve with a large enough effect; inconclusive = small, poorly fitted or top-dose-only effect; inactive = no such curve, though single readings can be large or run the other way.

SMILES	TrxR1 substrate	TRHR PAM	mIDH1 inhibitor	D2 antag	USP1-UAF1 inh	Pin1 inh	TRHR ag	D2 ag	TrxR1 inh
COC(=O)c1ccccc1NC(=O)c1ccnn1C	5%[57.1 µM]	5	-4%	-13	-12%	4%	-0.1	0.3	4%[57.1 µM]
COc1cc(Cl)c(C)cc1NC(=O)CSc1ncc(S(=O)(=O)c2ccc(C(C)(C)C)cc2)c(=O)[nH]1	-5%	1	-29%	.	?	.	-0.2	-0.6	-19%
CCc1nnc(NC(=O)CSc2nnc(-c3ccncc3)n2C)s1	7%[57.1 µM]	5	-1%	-16	-4%	0%	1.0	0.6	18%[57.1 µM]
NS(=O)(=O)c1ccc(CCNC(=O)CSc2nc3ccsc3c(=O)n2CC2CCC(C(=O)O)CC2)cc1 (configuration not stated)	-6%	3	-7%	.	-11%	-1%	0.5	.	-4%[57.1 µM]
COc1ccc(-c2ccnc3nc(N4CCOCC4)nn23)cc1	248%[activator]	11	4%	-3	0%	?	-0.5	0.2	-3%
NC(=O)COC(=O)c1ccc(Oc2ccccc2)cc1	5%	-3	4%	10	-17%	2%	-1.2	0.6	23%
Cc1nn(C)c(C)c1NC(=O)COc1ccc(F)cc1Br	-1%[2.29 µM]	.	5%	.	5%	3%	.	.	-4%[2.29 µM]
Cc1ccc(-n2c(SCC(N)=O)nnc2-c2cnccn2)cc1	14%[11.4 µM]	-4	5%	-13	-16%	1%	0.4	0.2	21%[11.4 µM]
Cn1c(COc2ccccc2)nnc1SCC(=O)Nc1nnc(C2CC2)s1	-11%	.	-2%	.	-18%	?	.	.	-10%
COc1ccc(CCNS(=O)(=O)c2cc(/C=C/C(=O)O)ccc2C)cc1OC	5%	9	-6%	1	-6%	?	-0.2	-0.5	14%
COc1ccc(OC)c(Nc2nc(N)nc(CCl)n2)c1	6%[57.1 µM]	-2	-6%	-4	-17%	-3%	-0.1	0.1	2%[57.1 µM]
Clc1ccccc1Cc1cn2cc(-c3ccccc3)nc2s1	0%	-8	-14%	.	-15%	10%	1.7	1.8	8%
CCOc1ccc(C(=O)Nc2cccc3ncccc23)cc1Br	22%	0	6%	.	-21%	-3%	0.7	.	58%[activator]
Cc1ccc(C(O)Cn2nc(C)cc2C)cc1 (configuration not stated)	6%	3	11%	-9	-22%	1%	-0.2	0.0	11%[57.1 µM]
O=C(COC(=O)c1cc(Br)c(Br)s1)NCCC1=CCCCC1	-12%	-3	1%	-2	-9%	-2%	1.2	-0.1	-16%
COc1ccc(N2CCN(C(CNC(=O)c3ccco3)c3ccco3)CC2)cc1 (configuration not stated)	-4%	1	1%	13	0%	0%	-0.2	-0.3	1%
c1cncc(Oc2cccc(Oc3cccnc3)c2)c1	4%[57.1 µM]	-6	4%	11	-11%	-4%	0.0	0.5	4%[57.1 µM]
CCOC(=O)c1c(C(=O)OCC)c(C)n(N2C(=O)CSC2=S)c1C	3%	0	5%	.	-19%	?	2.4	.	-13%
Cc1sc(NC(=O)CSc2nnc(N)s2)c(C#N)c1C	0%	1	11%	4	?	-3%	0.3	-1.1	-5%
O=C(COc1ccccc1[N+](=O)[O-])NNC(=O)Nc1cccc2ccccc12	11%	-4	-2%	5	-19%	-3%	-0.3	-0.4	24%
O=C(N/N=C/c1ccc([N+](=O)[O-])cc1)c1cc(-c2ccc3c(c2)OCO3)n[nH]1	2%	3	4%	-3	-18%	-5%	-0.3	0.8	15%
Cc1ccc(C(=O)NC(=S)NCc2cccnc2)c(C)c1	6%	-5	8%	-20	-15%	-3%	-0.5	0.4	-9%
COc1ccccc1CNC(=O)c1ccc(CS(=O)(=O)c2ccccc2)o1	3%	-2	1%	23	?	1%	1.1	1.5	-17%
COc1ccc(C(=O)Nc2ccncc2)cc1S(=O)(=O)N1CCOCC1	5%	10	14%	-1	-6%	0%	0.1	0.6	18%
Cc1c(/C=N/NC(=O)c2ccc(O)cc2)c2ccccn2c1C(=O)c1ccc(F)cc1	-13%	1	0%	19	-12%	33%[activator]	-0.9	-0.6	13%[57.1 µM]
O=C(CSc1nnc(-c2ccccc2)n1-c1ccc(Cl)cc1)NNC(=S)Nc1ccccc1	3%	1	-3%	4	-25%	4%	0.1	0.7	?
C=CCN(c1ccccc1C(=O)O)S(=O)(=O)/C=C/c1ccccc1	2%[57.1 µM]	6	4%	2	-1%	-5%	0.0	-0.1	11%[57.1 µM]
O=C(C=Cc1cccc(Cl)c1)c1ccccc1	-15%	.	0%	.	-10%	1%	.	.	40µM*
O=C(C[C@H]1C/C=C\CC[C@@H](Cc2ccc(F)cc2)C(=O)OCCNC1=O)NCCO	-1%	.	14%	.	-23%	-6%	.	.	-6%
COc1ccc(/C=N/NC(=O)c2cccc(C(=O)N/N=C/c3ccc(OC)c(OC)c3)n2)cc1OC	23%	-4	-3%	-5	-13%	3%	-0.3	-1.0	18%
O=C(Nc1ccc2oc(-c3cccc4c(Br)cccc34)nc2c1)c1cccc(Cl)c1	11%	2	20%	.	-11%	0%	1.0	0.2	9%
CC(c1ccc(C(C)(C)C)cc1)S(=O)CC(O)CO (configuration not stated)	8%	24	2%	-25	-13%	-4%	1.0	0.1	-8%
O=C(c1ccc(Cl)cc1)N1CCC(=O)N(C(CO)Cc2ccccc2)CC1 (configuration not stated)	2%	.	-2%	.	-15%	-7%	.	.	5%
O=C(NNC(=O)c1ccc(Oc2cc(Cl)cc(Cl)c2)o1)c1ccccc1	-2%	-6	0%	-12	-15%	7%	0.0	0.7	11%
Cn1c(=O)c2c(SCC(=O)NCC3CCCO3)nc(-c3ccccc3F)nc2n(C)c1=O (configuration not stated)	0%[57.1 µM]	-2	0%	.	-2%	-13%	0.1	0.8	16%[57.1 µM]
O=C(COc1cccc(-n2cnnn2)c1)Nc1ccc([N+](=O)[O-])cc1	5%	5	0%	19	-16%	7%	0.0	-1.3	14%
O=C1c2ccccc2C(Nc2ccc(S(=O)(=O)N3CCCCCC3)cc2)N1c1ccccn1 (configuration not stated)	5%	-10	15%	20	-16%	-6%	0.4	-0.5	18%[57.1 µM]
Cc1cc(NC(=O)CSc2nnc(CNC(=O)c3c(F)cccc3F)o2)no1	4%	6	-2%	7	-30%	-1%	0.6	0.9	19%
CCOC(=O)/C=C1\SCC(=O)N1CC(=O)NC12CC3CC(CC(C3)C1)C2	2%[57.1 µM]	4	-1%	-9	-2%	18%	-0.3	0.2	6%[57.1 µM]
Cc1ccc(CNC(=O)c2ccc(S(=O)(=O)N3CCCCC3)cc2)cc1	-2%	-4	5%	-15	-24%	-2%	-0.1	0.4	4%
COC(=O)C(NC(C)=O)(Nc1ccccc1)C(=O)OC	-5%	-5	-1%	-1	-2%	-9%	-0.6	-1.6	5%
O=C1CC(c2ccc(F)cc2)Cc2nc(N3CCOCC3)ncc21 (configuration not stated)	16%[57.1 µM]	-7	3%	-25	-7%	1%	-0.4	0.2	29%[57.1 µM]
C/C(=N\NC(=O)Cn1nnc2ccccc21)c1ccco1	-4%	-1	5%	15	3%	-1%	-0.1	-1.8	-1%
CN(C(=O)c1ccccc1)c1ccccc1C(=O)NCCc1ccccc1	-3%	-3	-3%	-20	-9%	-5%	0.1	0.7	11%
C=CCN(C(=O)CNC(=O)c1ccco1)C(C(=O)NC1CCCC1)c1cccs1 (configuration not stated)	-3%	-1	-9%	10	-6%	-3%	-0.6	-0.5	-3%

Shown comma-delimited: entries from further up.
Structure,TrxR1 substrate,TRHR PAM,mIDH1 inhibitor,D2 antag,USP1-UAF1 inh,Pin1 inh,TRHR ag,D2 ag,TrxR1 inh
Cc1cc(NC(=O)CSc2nnc(CNC(=O)c3c(F)cccc3F)o2)no1,4%,6,-2%,7,-30%,-1%,0.6,0.9,19%
O=C1CC(c2ccc(F)cc2)Cc2nc(N3CCOCC3)ncc21 (configuration not stated),16%[57.1 µM],-7,3%,-25,-7%,1%,-0.4,0.2,29%[57.1 µM]

Next results follow:
SMILES	TrxR1 substrate	TRHR PAM	mIDH1 inhibitor	D2 antag	USP1-UAF1 inh	Pin1 inh	TRHR ag	D2 ag	TrxR1 inh
CN(C)S(=O)(=O)c1ccc(N2CCCC2)c(C(=O)NCc2cccc(C(F)(F)F)c2)c1	12%	-17	-3%	-16	-3%	-4%	-0.5	-0.6	-20%
Cc1ccc(NC(=O)COc2cccc(/C=C3\SC(=S)N(CCC(=O)O)C3=O)c2)cc1Cl	0%	-4	-12%	1	?	.	-0.8	-0.3	21%
COc1ccccc1N1CCN(S(=O)(=O)c2c(C)sc3ncn(CC(=O)NCCN(C)C)c(=O)c23)CC1	-2%&6%	10&-3	-3%&15%	-14	?	-4%&-1%	0.6&0.1	1.0&-0.1	0%&20%
C/[N+]([O-])=C\CC(=O)c1ccc(-c2ccccc2)cc1	5%[57.1 µM]	3	1%	-3	-20%	7%	0.4	1.3	18%[57.1 µM]
CCc1nc(C)cn1S(=O)(=O)c1cc(F)ccc1OC	6%	0	-7%	-3	-20%	-3%	-0.2	0.0	22%
O=C(OCCN1CCCCC1)c1ccc(Cl)cc1	-7%	0	0%	17	-6%	-9%	-1.9	0.1	-8%

High-throughput results as filed in PubChem.

Only part of the results is shown. The share of hits here may be higher or lower than overall.
